Assay outcomes (PubChem BioAssay)
AHR act: human AHR activation; AID 2796; P35869; activation, % at 5 µM; hit rate 2.5% among 320,000; AHR-responsive luciferase reporter cells, luminescence; in the data active = activation above about 47%;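 also: 0% = vehicle wells and 100% = reference agonist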
BCLXL inh: inhibitors of human Bcl-xL | Q07817 | GST-Bcl-xL / FITC-Bim BH3 peptide fluorescence polarization | inhibition, % at 10.9 µM | hit rate 0.7% among 320,000;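 active = inhibition above the mean of all tested compounds plus 3 SD, cutoff set per campaign, cut at about 30% in these data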;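 also: 0% = DMSO wells and 100% = unlabeled Bim-BH3 peptide competitor; inhibitors lower millipolarization by displacing the labeled peptide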
Target sequence (Q07817 whole entry, looked up): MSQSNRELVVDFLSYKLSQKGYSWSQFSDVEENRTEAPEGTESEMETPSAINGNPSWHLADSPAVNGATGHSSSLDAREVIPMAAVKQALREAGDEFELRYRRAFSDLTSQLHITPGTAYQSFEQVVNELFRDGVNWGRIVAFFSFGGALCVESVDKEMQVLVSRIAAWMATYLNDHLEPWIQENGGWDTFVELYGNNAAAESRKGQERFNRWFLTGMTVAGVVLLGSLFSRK
PME-1 inh: blocks human protein phosphatase methylesterase 1; inhibition, % at 5.9 µM; hit rate 0.53% among 320,000; AID 2130; recombinant PME-1, FP-Rh probe fluorescence polarization;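 active = inhibition above the campaign mean of all compounds plus 3 SD, cut at about 26% in these data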;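 also: competitive labeling of PME-1 active site by serine hydrolase directed probe; 0% = PME-1 with DMSO and 100% = wells lacking PME-1 enzyme; inhibitors block probe labeling so polarization falls and inhibition rises; many of its hits are not listed in these tables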
MCL1 BIM primary: inhibitors of human MCL1 binding to BIM-BH3 peptide; Q07820; GST-MCL1 / FITC-Bim-BH3 fluorescence polarization; inhibition, % at 10.9 µM; hit rate 0.68% among 320,000;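 active = inhibition above the mean inhibition of all tested compounds plus 3 SD, set per campaign, cut at about 40% in these data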;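 also: 0% = DMSO wells and 100% = unlabeled Bim-BH3 peptide control; higher means more loss of mP so more displacement of Bim peptide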
Target sequence (Q07820 whole entry, looked up): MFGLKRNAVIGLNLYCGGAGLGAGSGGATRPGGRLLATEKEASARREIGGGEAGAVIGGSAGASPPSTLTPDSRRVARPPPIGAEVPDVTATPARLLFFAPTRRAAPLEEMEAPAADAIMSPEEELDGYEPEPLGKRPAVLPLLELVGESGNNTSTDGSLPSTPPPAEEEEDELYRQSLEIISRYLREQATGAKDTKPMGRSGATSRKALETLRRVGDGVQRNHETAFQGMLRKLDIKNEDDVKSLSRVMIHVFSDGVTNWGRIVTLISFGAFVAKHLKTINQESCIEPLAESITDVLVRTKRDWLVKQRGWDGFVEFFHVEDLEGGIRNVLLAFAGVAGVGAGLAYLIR
PAFAH1B2 inh: blocks human PAF acetylhydrolase 1b catalytic subunit 2 | P68402 | recombinant PAFAH1B2, FP-rhodamine activity probe, fluorescence polarization | inhibition, % at 3.39 µM | hit rate 1.2% among 340,000 | AID 492953;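 active = inhibition above the mean of all tested compounds plus 3 SD, cut at about 24% in these data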;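 also: 0% = enzyme with DMSO and 100% = wells lacking PAFAH1B2; many of its hits are not listed in these tables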
MEX-5 binding: C. elegans MEX-5 TCR-2 RNA binding activity | Q9XUB2 | MEX-5/FITC-TCR2 RNA binding, fluorescence polarization; stronger effect = lower value | activity score (negative = inhibition of binding), % at 10 µM | hit rate 0.38% among 300,000 | AID 1832;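 active = inhibition past about -25% in most replicates, and total fluorescence under double the plate's negative control median, limit read from the data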;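 also: 0% = DMSO and -100% = 5 µM competing unlabeled TCR2 RNA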
Fam108B counter: blocks mouse Fam108B hydrolase in RBBP9 counter-screen | recombinant Fam108B, FP-Rh probe fluorescence polarization | inhibition, % at 9.51 µM | hit rate 0.33% among 300,000 | AID 1947;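 active = inhibition above the screen mean inhibition plus 3 SD, computed separately per campaign, cut at about 18% in these data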;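 also: inhibitors lower polarization as less probe binds the enzyme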
GLD-1 TGE inh: GLD-1-TGE RNA interaction inhibition (C. elegans); purified GLD-1 + fluorescein TGE RNA, fluorescence polarization; Q17339; inhibition, % at 5.96 µM; hit rate 0.44% among 320,000;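 active = percent inhibition above a per-plate cutoff, the plate mean of test compounds plus 3 SD, cut at about 30% in these data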;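 also: 0% = DMSO wells with GLD-1 and probe and 100% = wells lacking GLD-1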
pPAFAH FP inh: pPAFAH (human) enzyme inhibition. inhibition, % at 3.39 µM. recombinant pPAFAH, FP-rhodamine probe fluorescence polarization. hit rate 1.5% among 330,000. Q13093;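 active = inhibition above the mean inhibition across the screen plus 3 SD, cut at about 25% in these data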;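 also: inhibitors block binding of the rhodamine activity-based probe so polarization drops; 0% = enzyme with DMSO and 100% = wells lacking pPAFAH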
Target sequence (Q13093 whole entry, looked up): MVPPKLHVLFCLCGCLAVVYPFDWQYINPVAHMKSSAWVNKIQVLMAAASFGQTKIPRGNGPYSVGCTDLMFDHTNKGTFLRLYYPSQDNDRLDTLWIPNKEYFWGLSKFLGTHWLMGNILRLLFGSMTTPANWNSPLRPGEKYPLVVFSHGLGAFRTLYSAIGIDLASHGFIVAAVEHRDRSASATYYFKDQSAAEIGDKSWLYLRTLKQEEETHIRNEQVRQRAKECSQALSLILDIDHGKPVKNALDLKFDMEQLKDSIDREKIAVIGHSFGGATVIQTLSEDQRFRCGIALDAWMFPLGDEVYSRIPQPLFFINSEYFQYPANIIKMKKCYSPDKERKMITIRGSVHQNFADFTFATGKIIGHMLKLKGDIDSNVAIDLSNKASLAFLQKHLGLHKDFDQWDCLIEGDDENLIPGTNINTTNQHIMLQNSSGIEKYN
Numbers without * were called inactive; . = no result given.

1	CCOC(=O)N1CCC(=NNc2ccnc3cc(Cl)ccc23)CC1
2	COc1ccc2c(c1)N(C(=O)CN1C(=O)C3CCCCC3C1=O)C(C)(C)C=C2C (stereo not given)
3	CC(=O)COC(=O)C1=NN(c2ccccc2)C(=O)CC1
4	Nn1c(Cc2ccccc2)n[nH]c1=S
5	CC1CCN(S(=O)(=O)c2ccc(NC(=O)c3cccs3)cc2)CC1
6	COC(=O)[C@H](CC(C)C)NC(=O)Nc1cccc(Br)c1
7	Cn1c(CN2CCOCC2)nnc1SCc1cccc(F)c1
8	CC(=O)c1ccc(C(=O)N2CCCC(Nc3ccc(C(C)C)cc3)C2)s1 (stereo not given)
assay / entry	1	2	3	4	5	6	7	8
AHR act	41	0	4	0	1	2	0	5
BCLXL inh	11	-4	7	14	2	3	-5	-4
PME-1 inh	19	0	3	0	-14	1	3	-2
MCL1 BIM primary	-1	1	7	-7	3	5	-3	5
PAFAH1B2 inh	1	1	1	2	21	9	1	10
MEX-5 binding	3.1	1.5	2.5	-0.8	-1.4	0.7	-1.9	0.2
Fam108B counter	8	0	-5	-1	-8	1	-3	9
GLD-1 TGE inh	-6	-3	-6	-2	1	0	6	7
pPAFAH FP inh	9	2	5	0	-3	4	4	7

Whole records from above:
CC(=O)c1ccc(C(=O)N2CCCC(Nc3ccc(C(C)C)cc3)C2)s1 (stereo not given) reads AHR act = 5; BCLXL inh = -4; PME-1 inh = -2; MCL1 BIM primary = 5; PAFAH1B2 inh = 10; MEX-5 binding = 0.2; Fam108B counter = 9; GLD-1 TGE inh = 7; pPAFAH FP inh = 7
Cn1c(CN2CCOCC2)nnc1SCc1cccc(F)c1 reads AHR act = 0; BCLXL inh = -5; PME-1 inh = 3; MCL1 BIM primary = -3; PAFAH1B2 inh = 1; MEX-5 binding = -1.9; Fam108B counter = -3; GLD-1 TGE inh = 6; pPAFAH FP inh = 4
Nn1c(Cc2ccccc2)n[nH]c1=S reads AHR act = 0; BCLXL inh = 14; PME-1 inh = 0; MCL1 BIM primary = -7; PAFAH1B2 inh = 2; MEX-5 binding = -0.8; Fam108B counter = -1; GLD-1 TGE inh = -2; pPAFAH FP inh = 0

Additional structures follow:
9	CC1(C)C2CC[C@]3(C)C(CC=C4[C@@H]5C[C@@](C)(CO)[C@@H](O)C[C@]5(C(=O)O)CC[C@]43C)[C@@]2(C)CC[C@@H]1O (stereo not given in full)
10	CC(C)C(NC(=O)CC12CC3CC(CC(C3)C1)C2)C(=O)O (stereo not given)
11	CCCCCCCCNC(=O)CC(NS(=O)(=O)c1ccc(NC(C)=O)cc1)C(C)C (stereo not given)
12	CCCn1cc(CN2CCC(Cc3cccc(F)c3)(C(=O)OCC)CC2)c(C)n1
13	O=C(NCCC1=CCCCC1)C1CCCN(S(=O)(=O)c2ccccc2)C1 (stereo not given)
14	Cc1nnc(NC(=O)c2cc(-c3ccncc3)nc3c(C)cccc23)s1
15	CCCCCC(=O)NNC1CC(=O)N(c2cccc(OCC)c2)C1=O (stereo not given)
16	CCC(C)N(C(=O)COC(=O)COc1c(C)cc(C)cc1C)C1CCS(=O)(=O)C1 (stereo not given)
assay / entry	9	10	11	12	13	14	15	16
AHR act	0	-3	0	0	9	42	-1	2
BCLXL inh	1	1	5	6	-2	12	6	4
PME-1 inh	-7	1	-11	2	3	-5	-1	2
MCL1 BIM primary	3	-6	6	1	-4	8	-1	2
PAFAH1B2 inh	.	25*	7	3	27*	3	3	0
MEX-5 binding	1.5	4.8	-0.4	5.3	0.1	0.9	5.4	1.1
Fam108B counter	3	5	-3	0	-2	-7	1	1
GLD-1 TGE inh	15	-8	6	-3	-1	-10	-8	2
pPAFAH FP inh	-5	2	32*	6	9	0	-6	-1

17	Nc1nnc(CC(c2ccccc2)c2ccccc2)s1
18	N#Cc1ccccc1Cn1cc(C#N)c2ccccc21
19	C/C(=N/NC(=O)c1nnn(-c2nonc2N)c1COc1ccccc1)c1ccccc1Cl
20	O=C(O)COc1ccccc1/C=N/NC(=O)CSc1nnc(SCc2cccc3ccccc23)s1
21	CC1CCN(C(=O)/C(=C/c2ccccc2Cl)c2ccccc2)CC1
22	Cc1ccc(Cn2nnc(C(=O)Nc3cccc(C)c3C)c2N)cc1
23	CC(C)=N/N=C(\N)SCc1ccccc1
24	COc1cc(C(=O)NCCOc2cc(C)cc(C)c2)cc(OC)c1OC
assay / entry	17	18	19	20	21	22	23	24
AHR act	1	-3	2	1	0	5	7	9
BCLXL inh	1	5	5	1	6	1	6	6
PME-1 inh	4	9	-4	-11	0	11	-6	4
MCL1 BIM primary	3	4	6	10	6	-2	13	9
PAFAH1B2 inh	11	-8	-2	7	12	1	4	9
MEX-5 binding	2.6	2.1	0.5	-0.2	-0.3	1.0	2.3	0.5
Fam108B counter	0	0	-2	-6	-4	-6	-1	4
GLD-1 TGE inh	0	4	10	1	0	6	-2	0
pPAFAH FP inh	-1	0	4	13	3	4	-6	-5

25	Cc1ccc(Oc2nc(-c3ccccc3)ncc2S(C)(=O)=O)cc1
26	O=C(CSc1nnc2scc(-c3ccccc3)n12)NCc1ccco1
27	Nn1c(SCC(=O)NC2CCCC2)nnc1-c1ccccc1F
28	CC(C)CC(NC(=O)OC(C)(C)C)C(=O)NCc1ccccc1 (stereo not given)
29	Cn1cccc1/C=N\NC(=O)C1COc2ccccc2O1 (stereo not given)
30	CC1CCCCC1NC(=O)CN1C(=O)c2ccccc2S1(=O)=O (stereo not given)
31	O=C(c1ccccc1Cl)N1N=C(c2cccs2)CC1c1cccc(O)c1 (stereo not given)
32	CCOc1ccc(Oc2cc(NC(=O)c3ccco3)cc([N+](=O)[O-])c2)cc1
assay / entry	25	26	27	28	29	30	31	32
AHR act	15	1	2	4	7	-2	3	1
BCLXL inh	4	7	-7	1	1	-1	3	3
PME-1 inh	1	-2	2	-1	-5	4	-1	-12
MCL1 BIM primary	-1	-5	-13	-3	-2	4	-2	4
PAFAH1B2 inh	2	-2	6	-2	3	6	2	-1
MEX-5 binding	1.0	-1.8	-0.7	3.4	0.4	-0.3	-2.5	.
Fam108B counter	3	3	1	-2	2	-3	1	-10
GLD-1 TGE inh	4	8	9	-3	1	7	9	2
pPAFAH FP inh	1	3	3	1	3	3	3	-7

33	O=C(Cn1cnc2ccccc2c1=O)NCCC(=O)N1CCN(Cc2ccccc2)CC1
34	CC(C)NC(=O)Cn1cc(C(=O)C2CC2)c2ccccc21
35	O=C(Nc1ccc(Cn2cccn2)cc1)c1ccc(COc2ccccc2Br)cc1
36	O=C(OCCN1CCCCC1)c1ccccc1Cl
37	O=C(Nc1cccc(C(=O)Nc2ccc(Br)cc2)c1)c1ccccc1
38	CCCc1cc(=O)oc2cc(OCC(=O)NC(Cc3c[nH]c4ccc(O)cc34)C(=O)O)c(Cl)cc12 (stereo not given)
39	CC(=O)c1sc(C(C)(C)C)cc1NC(=O)/C=C/C(=O)O
40	COc1cc(/C=N/NC(=O)c2ccncc2)cc(OC)c1OC
assay / entry	33	34	35	36	37	38	39	40
AHR act	-1	1	-1	-2	89*	-1	-1	9
BCLXL inh	2	-3	-2	4	0	0	5	2
PME-1 inh	5	1	-46	3	-16	2	-1	-2
MCL1 BIM primary	-4	0	-4	5	5	8	1	4
PAFAH1B2 inh	0	4	-3	1	-3	4	6	-2
MEX-5 binding	-2.0	1.0	-0.1	0.0	3.4	-3.0	-1.5	-0.3
Fam108B counter	2	2	-21	-6	-7	3	0	0
GLD-1 TGE inh	0	4	3	2	4	7	2	-1
pPAFAH FP inh	-1	0	-7	5	5	4	0	2

41	C(=N\Nc1nc2ccccc2[nH]1)/c1c[nH]c2ccccc12
42	CCN(C(=S)Nc1ccccc1F)C1CCCCC1
43	O=C(Nc1ncccc1O)c1c(O)c2ccccc2[nH]c1=O
44	CCOC(=O)c1c(CCl)nc2ccccc2c1-c1ccccc1
45	COc1ccc(-c2nnc(SC(C)C(=O)NCc3ccc4c(c3)OCO4)n2Cc2ccco2)cc1 (stereo not given)
46	CCCCOC(=O)C1=C(C)Nc2nnnn2C1c1ccc(OC)c(OC)c1OC (stereo not given)
47	O=C(Nc1ccc(Cl)cc1)N1CCSC1=NCc1ccccc1
48	CCCn1c(=N)n(CC(O)c2ccc(C)cc2)c2ccccc21 (stereo not given)
assay / entry	41	42	43	44	45	46	47	48
AHR act	108*	-1	46	5	0	-4	-2	7
BCLXL inh	-3	2	8	7	2	4	5	5
PME-1 inh	0	-2	-3	-16	0	0	1	-3
MCL1 BIM primary	-5	8	6	6	0	2	3	4
PAFAH1B2 inh	6	8	5	11	3	3	6	6
MEX-5 binding	2.7	0.4	0.2	2.9	1.0	0.5	2.5	-1.1
Fam108B counter	12	1	5	-5	0	2	-1	4
GLD-1 TGE inh	6	5	7	-3	3	5	10	7
pPAFAH FP inh	12	-4	5	3	10	-1	8	-1

49	CNC(=O)c1c(NC(=O)c2ccc(S(=O)(=O)N3CCCCC3)cc2)sc2c1CCN(C(C)C)C2
50	COc1ccc(NC(=O)Nc2ccc3c(c2)C(=O)N([C@H](C)CO)C[C@H](C)[C@@H](CN(C)S(=O)(=O)c2ccc(F)cc2)O3)cc1
51	Nc1ccc(C(=O)N2CCCC2)cc1
52	O=C(Nc1ccc2sccc2c1)c1ccc(Cl)s1
53	COc1ccc(Br)cc1/C=N/NC(=O)c1cccc(S(=O)(=O)N2CCOCC2)c1
54	Cc1c(NC(=O)CN2CCN(c3ccccc3)CC2)c(=O)n(-c2ccccc2)n1C
55	O=C(c1ccco1)N1CCCC(c2nc3c(nnn3Cc3ccc(Cl)cc3Cl)c(=O)[nH]2)C1 (stereo not given)
56	CC(=O)c1ccc(NS(=O)(=O)c2cc3c(cc2C)N(C(C)=O)CCO3)cc1
57	COCCNC(=O)c1cc2sc3ccccc3c2s1
58	CSc1nncn1/N=C/c1cc(Cl)ccc1F
assay / entry	49	50	51	52	53	54	55	56	57	58
AHR act	3	-1	1	43	4	3	-2	2	9	2
BCLXL inh	-8	.	2	2	3	-4	3	4	3	1
PME-1 inh	5	.	0	-5	-2	-1	4	-2	3	2
MCL1 BIM primary	-21	.	-3	4	-4	-10	2	0	7	-1
PAFAH1B2 inh	13	2	3	6	-2	-1	-3	-2	12	-3
MEX-5 binding	-13	.	-0.7	-4.8	-1.1	0.1	-2.1	0.7	1.4	1.1
Fam108B counter	0	.	6	0	-5	0	-2	-2	1	0
GLD-1 TGE inh	-13	-3	-1	6	-3	-1	1	11	-2	7
pPAFAH FP inh	-1	4	3	1	0	3	7	6	3	8

3 entries out of the list, sorted by molecular weight, falling:
54	Cc1c(NC(=O)CN2CCN(c3ccccc3)CC2)c(=O)n(-c2ccccc2)n1C
56	CC(=O)c1ccc(NS(=O)(=O)c2cc3c(cc2C)N(C(C)=O)CCO3)cc1
57	COCCNC(=O)c1cc2sc3ccccc3c2s1
assay / entry	54	56	57
AHR act	3	2	9
BCLXL inh	-4	4	3
PME-1 inh	-1	-2	3
MCL1 BIM primary	-10	0	7
PAFAH1B2 inh	-1	-2	12
MEX-5 binding	0.1	0.7	1.4
Fam108B counter	0	-2	1
GLD-1 TGE inh	-1	11	-2
pPAFAH FP inh	3	6	3

Some of the compounds tested, so the mix of outcomes need not match the whole.
